Screens: PubChem BioAssay, several laboratories
PolyA inhibitor: blocks polyadenylation in yeast reporter cells; AID 1875; calls only at 12 µM; 300,000 tested, 0.02% active; S. cerevisiae SKY197-pL101 polyadenylation reporter, beta-gal luminescence; efflux-impaired pdr1/pdr3 knockout yeast; score 100 = 6 SD above DMSO;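 active = lowest replicate activity score at least 50, where 100 means six control SD above control mean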;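 also: yeast exposed to compound for 9 h at 30 °C; higher score means more reporter readthrough which indicates perturbed polyadenylation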
KCNQ1 act: human KCNQ1 channel potentiation or activation. AID 2648. 310,000 tested, 0.35% active. B-score at 10 µM. P51787. CHO-K1 KCNQ1, thallium flux FluxOR fluorescence; active compounds read high;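 active = fluorescence ratio B-score, a plate-corrected score, at least three library SD, with initial intensity B-score within 5 SD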
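Doses: Single concentration per compound, DMSO matched to controls | Test system: KCNQ1-transfected CHO-K1 cells | Timing: 90 min dye loading and 20 min compound exposure, both at room temperature | Measured by: Kinetic FluxOR thallium fluorescence, 10-s 1-Hz baseline, 110-s post-stimulus read | Medium: Assay buffer with matched DMSO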
DYRK1A inh: inhibitors of rat Dyrk1A kinase; inhibition, % at 12.5 µM; ADP-Glo luminescence, NFATc1 peptide; AID 504441; 310,000 tested, 0.43% active; Q63470; in the data active = inhibition above about 50%;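 also: plate controls were vehicle with enzyme for no effect and no enzyme for full effect; many of its hits are not listed in these tables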
KCNK3 inh: human KCNK3 channel inhibition, primary screen; O14649; CHO-KCNK3 thallium flux, FluxOR fluorescence; active compounds read low; B-score at 10 µM; 340,000 tested, 0.84% active;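 active = B-score under library mean minus 4 SD, starting fluorescence ratio at most library mean plus 5 SD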;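 also: more negative B-score means stronger inhibition of thallium flux through KCNK3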
GSK3beta inhib: blocks human GSK3beta kinase activity; P49841; activity score (negative = inhibition), % at 10 µM; AID 2097; 300,000 tested, 0.038% active; GST-GSK3beta kinase, ADP-Glo luminescence, 60 min; active compounds read low;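 active = more than half of replicate wells score below -50%, meaning over 50% inhibition versus plate controls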;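 also: 0% = median DMSO wells and -100% = median GW8510 positive control wells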
Target sequence (P49841 whole entry, looked up): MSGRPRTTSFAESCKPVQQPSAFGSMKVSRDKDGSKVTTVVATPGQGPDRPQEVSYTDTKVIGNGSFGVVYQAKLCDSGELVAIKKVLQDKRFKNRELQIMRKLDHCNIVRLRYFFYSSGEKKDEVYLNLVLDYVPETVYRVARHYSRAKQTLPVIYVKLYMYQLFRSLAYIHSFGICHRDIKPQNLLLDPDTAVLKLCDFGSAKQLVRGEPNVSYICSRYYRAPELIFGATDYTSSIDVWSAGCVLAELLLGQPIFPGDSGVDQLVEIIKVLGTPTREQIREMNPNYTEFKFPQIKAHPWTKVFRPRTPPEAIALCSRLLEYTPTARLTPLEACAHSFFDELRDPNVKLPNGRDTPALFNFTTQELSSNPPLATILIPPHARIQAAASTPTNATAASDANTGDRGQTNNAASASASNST
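Test system: GST-tagged human GSK3beta kinase, cell-free; evaluation: activity score scaled between in-plate DMSO and GW8510 controls; measured by: ADP-Glo luminescence; incubation: 60 min reaction, RT; benchmarks: DMSO and 20 µM GW8510; reagent: peptide substrate plus 25 µM ATP (final); medium: Tris/MgCl2 kinase buffer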
KCNQ1 inh: human KCNQ1 channel inhibition. AID 2642. P51787. 310,000 tested, 1.3% active. B-score at 10 µM. CHO-K1 KCNQ1, FluxOR thallium flux fluorescence; active compounds read high;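 active = compounds whose thallium flux B-score, printed positive for inhibition, exceeds three library SD while starting fluorescence stays within three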;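 also: channel opened by potassium depolarization with thallium stimulus after 20 min compound exposure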
RGS4 act: potentiators or activators of RGS4. B-score at 10 µM. HEK293 M3R/inducible RGS4, carbachol calcium flux Fluo4; active compounds read low. 310,000 tested, 0.92% active;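 active = B-score of the integrated calcium signal more than 4 SD below the library mean, with starting fluorescence not abnormally high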;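 also: negative B-score means reduced calcium response which marks RGS4 activation or potentiation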
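Detection: kinetic calcium fluorescence imaging with Fluo4-AM dye, 2 µM / Material: HEK293 cells with stable M3R and inducible RGS4 / Schedule: recording 10 s baseline at 1 Hz, 100 s post-agonist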
KCNK9 block: human KCNK9 channel inhibition; Q9NPC2; HEK293 KCNK9, FluxOR thallium flux fluorescence; active compounds read low; B-score at 10 µM; 310,000 tested, 1.2% active; AID 488922;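 active = ratio B-score over 3 SD below the library mean, with starting fluorescence within 5 SD of its mean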;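 also: negative B-score means less thallium flux so channel inhibition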
Target sequence (Q9NPC2 whole entry, looked up): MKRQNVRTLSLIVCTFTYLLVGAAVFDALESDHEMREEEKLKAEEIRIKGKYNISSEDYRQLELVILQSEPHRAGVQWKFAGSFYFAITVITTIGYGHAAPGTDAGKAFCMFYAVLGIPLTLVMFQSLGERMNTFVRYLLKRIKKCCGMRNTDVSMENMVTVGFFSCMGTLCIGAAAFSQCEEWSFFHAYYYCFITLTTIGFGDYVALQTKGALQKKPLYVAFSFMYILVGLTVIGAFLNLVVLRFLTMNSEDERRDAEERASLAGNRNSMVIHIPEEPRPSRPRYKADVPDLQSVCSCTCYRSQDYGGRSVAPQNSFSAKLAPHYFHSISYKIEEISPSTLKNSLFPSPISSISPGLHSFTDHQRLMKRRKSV
RGS4 inh: human RGS4 inhibition. P49798. HEK293 M3R/RGS4 inducible, Fluo-4 calcium flux; active compounds read high; triggered by carbachol at its EC20. B-score at 10 µM. 310,000 tested, 0.45% active;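 active = B-score, a plate-corrected calcium signal, over three deviations above library mean, with baseline fluorescence within five deviations of library mean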;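 also: RGS4 expression induced by doxycycline in cells with stable M3 receptor; B-score is computed from the integrated fluorescence ratio over baseline after carbachol; higher B-score means a larger calcium signal and so more RGS4 inhibition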
Target sequence (P49798 whole entry, looked up): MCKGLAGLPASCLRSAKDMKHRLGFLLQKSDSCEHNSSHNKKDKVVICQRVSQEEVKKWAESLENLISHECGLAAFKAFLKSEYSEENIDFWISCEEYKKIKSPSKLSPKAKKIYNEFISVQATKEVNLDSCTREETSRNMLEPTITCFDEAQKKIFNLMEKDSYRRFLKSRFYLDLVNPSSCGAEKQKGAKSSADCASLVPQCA
hERG protect: shields human hERG channel from block by proarrhythmic agents; Q12809; CHO-hERG, FluxOR thallium flux, dofetilide IC70 present; activation (rescue from dofetilide block), less the hit threshold, % at 10 µM; 310,000 tested, 0.51% active; AID 1511;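 active = activation above the mean of controls blocked by dofetilide plus 5 SD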;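 also: thallium influx through hERG after potassium depolarization seen as dye fluorescence rise; in these data hits start at about 4.7%; inactives centre near -7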
GSK3A inh: blocks human GSK-3 alpha kinase | ADP-Glo luminescence, 60 min | inhibition, % at 10 µM | 320,000 tested, 0.1% active | AID 2650;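 in the data active = inhibition above about 50%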;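 also: GST-tagged GSK-3 alpha with peptide substrate and 25 µM ATP; 0% = DMSO neutral wells and 100% = GW8510 positive control wells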
The depositor's hits bear a star; i = inactive; / = no result given. Not all compounds are listed; the hit share may differ from the screen's.

Every second line gives: KCNK3 inh | hERG protect | KCNK9 block | DYRK1A inh | GSK3A inh | KCNQ1 act | RGS4 act | PolyA inhibitor | KCNQ1 inh | RGS4 inh | GSK3beta inhib
- Cc1ccc2cc(CCNC(=O)c3ccc(C)c([N+](=O)[O-])c3)c(=O)[nH]c2c1
    i | -8 | i | 0 | -2 | i | i | i | i | i | -1
- C/C(=N/NC(=O)c1cnccn1)c1ccncc1
    i | -9 | i | -2 | -2 | i | i | i | i | i | -7
- Cc1ccc(NC(=O)NCCN2CCCCC2)cc1C
    i | -5 | i | / | -3 | i | i | i | i | i | -2
- CCOc1ccc(-c2nc(N)nc(C)c2-c2ccc(Cl)cc2)c(O)c1
    i | -9 | i | 3 | 0 | i | i | i | i | i | -3
- CCOc1ccc(NC(=O)c2ccc3[nH]c(=O)c(=O)[nH]c3c2)cc1
    i | -8 | i | 8 | -3 | i | i | i | i | i | 4
- Cc1ccc(N)cc1S(=O)(=O)N(C)C
    i | -7 | i | -6 | -1 | i | i | i | i | i | -4
- O=C1CN(C(=O)COC(=O)C2=COCCO2)c2ccccc2N1
    i | -15 | i | 1 | -6 | i | i | i | i | i | -2
- CC(c1ccccc1)n1c(-c2cccs2)nc2c(c(=O)c3ccccc3n2C)c1=O (configuration not stated)
    i | -5 | -8.1* | / | -2 | i | i | i | i | i | 1
- COC(=O)[C@@]1(Cc2ccc(F)cc2)[C@H]2c3cc(C(=O)N(C)C)n(CCc4ccccn4)c3C[C@H]2CN1C(=O)c1ccccc1
    / | -1 | i | / | 0 | i | i | i | i | i | -3
- Cc1c(C(=O)NC2CCC(C)CC2)oc2ccccc12 (configuration not stated)
    i | -8 | i | -11 | 0 | i | i | i | i | i | -1
- CC1(C)CC(=O)C(C=NCCN2CCN(CC(=O)Nc3ccc(F)cc3)CC2)=C(O)C1
    i | -7 | i | 3 | -1 | i | i | i | i | i | 4
- O=C(CCCCCN1C(=O)[C@@H]2Cc3ccccc3CN2C1=O)Nc1ccccc1F
    i | -7 | i | -3 | 3 | i | i | i | i | i | 0
- O=C(Nc1cccc(S(=O)(=O)NC2=NCCCCC2)c1)c1cc(-c2ccccc2Cl)nc2ccccc12
    i | -6 | i | 2 | 0 | i | i | i | i | i | 0
- Cc1ccc(NC(=O)c2[nH]cnc2C(=O)NN)cc1
    i | -16 | i | -1 | -3 | i | i | i | i | i | 5
- Nc1nonc1-n1nnc(C(=O)N/N=C/c2cccnc2)c1CSC1=NCCS1
    i | -4 | i | 9 | 9 | i | i | i | i | i | -9
- COc1ccccc1CO/N=C/c1cccn1-c1nccc(N(C)C)c1C#N
    i | 1 | i | 0 | -4 | i | i | i | i | i | 3
- Cc1cc(=O)c(C(=O)O)nn1-c1ccccc1
    i | -1 | i | 6 | -7 | i | i | i | i | i | -3
- Cc1c(Cl)cccc1Nc1nc(N)nc(CSc2nc3ccccc3s2)n1
    i | -6 | i | -5 | -1 | i | i | i | i | i | 2
- Cc1ccc(S(=O)(=O)Nc2ccc(NC(=O)CN3CCCCC3)c(Cl)c2)cc1
    i | -13 | i | -2 | -2 | i | i | i | i | i | 2
- Cc1ccc(Cl)c(OCCN2CCCC(C)C2)c1 (configuration not stated)
    i | -1 | i | -1 | 0 | i | i | i | i | i | -8
- CCOC(=O)c1[nH]c(C)c(CN(C(C)=O)c2ccc(OCC)cc2)c1C
    i | -1 | i | -2 | 1 | i | i | i | i | i | -1
- O=C(Nc1ncn[nH]1)c1cc(S(=O)(=O)Nc2ccc(Cl)cc2)ccc1Cl
    i | -7 | i | -1 | -2 | i | i | i | i | i | 3
- O=C1CC2(CCN(S(=O)(=O)c3ccccc3)CC2)Oc2ccccc21
    i | -10 | i | / | 0 | i | i | i | i | i | 9
- COc1ccc(-n2c(=S)[nH]c3cc(C(=O)Nc4ccc(C)c(F)c4)ccc3c2=O)c(OC)c1
    i | -12 | i | 2 | 3 | i | i | i | i | i | 2
- COc1ccc(/C=N/N2CCN(C)CC2)c(OC)c1OC
    i | -12 | i | -4 | -1 | i | i | / | i | i | 1
- O=C(CN(C(=O)CNS(=O)(=O)c1ccc(F)cc1)c1ccc(F)cc1)NCc1ccco1
    i | -4 | i | -5 | 2 | i | i | i | i | i | -3
- O=C(Cc1nnc(NC(=O)c2ccccc2)s1)N/N=C/c1ccc(O)cc1
    i | 2 | i | -4 | 1 | i | i | i | i | i | 0
- NCc1ccc2[nH]c(=O)[nH]c2c1
    i | -9 | i | 2 | -1 | i | i | i | i | i | 0
- CCOC(=O)c1sc2nc(N3CCOCC3)c3c(c2c1N)CCC3
    i | -6 | i | 2 | -1 | i | i | i | i | i | 4
- O=C(O)C1OC(C(=O)O)C2C1C(F)(F)C2(F)F (configuration not stated)
    i | 0 | i | / | -1 | i | i | i | i | i | -3
- CN(C)S(=O)(=O)N(CC(=O)N1CCN(Cc2ccccc2)CC1)c1ccccc1
    i | -10 | i | -3 | 3 | i | i | i | i | i | 3
- Cc1ccc(S(=O)(=O)c2c(N)n(CCC(C)C)c3nc4ccccc4nc23)cc1
    i | -12 | i | -5 | 7 | i | i | i | 15* | i | 1
- Cc1ccc(C(C)C)c(OC/C(O)=C(\C#N)c2nc3ccccc3[nH]2)c1
    i | -7 | i | -4 | 0 | i | i | i | i | i | 2
- Cc1nc2c3ccccc3n(CC(=O)c3ccc(F)cc3)c(=O)n2n1
    i | -7 | i | -3 | -2 | i | i | i | i | i | 0
- COCCCN1C(=O)c2ccc(C(=O)OCC(=O)N(C)c3ccccc3)cc2C1=O
    i | -7 | i | -2 | 0 | i | i | i | i | i | 1
- CC(Sc1nc2ccccc2[nH]1)C(=O)Nc1ccc2c(c1)OCCO2 (configuration not stated)
    i | -1 | i | 1 | 0 | i | i | i | i | i | 1
- COc1ccc(/C(O)=C2/C(=O)C(=O)N(CCCN3CCOCC3)C2c2ccc(C(C)C)cc2)cc1 (configuration not stated)
    i | -3 | i | -5 | -2 | i | i | i | i | i | -1
- CCOc1ccc(NC(=O)CN2C(=O)CSC(C)C2=O)cc1 (configuration not stated)
    i | 1 | i | / | -1 | i | i | i | i | i | -1
- CCN(CCn1cccn1)C(=O)CCc1nnc(C2CCCCC2)o1
    i | -11 | i | 15 | -2 | i | i | i | i | i | 7
- Cc1ccccc1Cn1cnc2ccccc2c1=O
    i | 3 | i | 1 | -1 | i | i | i | i | i | 1
- COc1ccc(/C=N/NC(=O)c2cccnc2)c2ccccc12
    i | -3 | i | 3 | 5 | i | i | i | i | i | -3
- O=c1/c(=C/c2ccco2)sc2n1CN(c1ccccc1)CN=2
    i | -4 | i | 48 | -1 | i | i | i | i | i | 0
- Cc1cc(-c2ccccc2)nc(SCC(=O)c2cccc([N+](=O)[O-])c2)n1
    i | -8 | i | -5 | 9 | i | i | i | i | i | 0
- CCN(C(=O)Cn1cc(C(C)=O)c2ccccc21)c1ccccc1
    i | -9 | i | 4 | -2 | i | i | i | i | i | 1
- CCOC(=O)C1CCN(c2c(NCc3ccc(N(C)C)cc3)c(=O)c2=O)CC1
    i | -5 | i | 1 | 0 | i | i | i | i | i | 4
- C/C(=N\NC(=O)c1ccc(NS(=O)(=O)c2cccs2)cc1)c1ccccn1
    / | -7 | i | / | -1 | i | i | i | i | i | 3
- CCCc1nnc(SCC(=O)O)n1/N=C/c1ccc2c(c1)OCO2
    i | 4 | i | 3 | -3 | i | i | i | i | i | 3
- Cc1cc(-c2ccccc2)nc(N2CCC(C(=O)NC34CC5CC(CC(C5)C3)C4)CC2)n1
    i | -9 | i | -2 | -2 | i | i | i | i | i | -1
- Fc1ccc2[nH]c3c(Cl)ncnc3c2c1
    i | -1 | i | / | -2 | i | i | i | i | i | -1
- Cn1c(COc2ccc(Cl)cc2)nnc1SCC(=O)NC1CCCC1
    i | -3 | i | 5 | -1 | i | i | i | i | i | 4
- Cc1ccc(S(=O)(=O)N2CCC(C(=O)NC3CC(C)(C)NC(C)(C)C3)CC2)cc1
    i | -14 | i | -5 | -2 | i | i | i | i | i | 0
- CCOc1ccc(NC(=S)N(CCCN2CCCC2)Cc2cccn2Cc2ccc(Cl)cc2)cc1
    i | -15 | i | 1 | -1 | i | i | i | i | i | -1
- COC(=O)c1c(C)oc(C)c1S(=O)(=O)NCc1ccc(OC)cc1
    i | -3 | i | / | 7 | i | i | i | i | i | -3
- CC#CCN(CC#CC)S(=O)(=O)c1ccc(S(=O)(=O)N2CCOCC2)cc1
    i | -6 | i | 5 | 6 | i | i | i | i | i | 4
- CCOC(=O)c1ccc(NC(=O)Nc2ccn(C)n2)cc1
    i | -13 | i | -1 | 2 | i | i | i | i | i | 4
- O=C(COC(=O)CCc1nc2ccccc2s1)Nc1nc(-c2ccccc2)cs1
    i | -4 | i | -6 | -1 | i | i | i | i | i | -1
- COc1ccccc1CNC(=O)N1CCN(c2ccccc2Cl)CC1
    i | -5 | i | 4 | -1 | i | i | i | i | i | 1
- COCCSc1nnc(NC(=O)c2cc(OC)c(OC)cc2[N+](=O)[O-])s1
    i | -10 | i | -7 | -2 | i | i | i | i | i | 0
- Cc1cccc(N(C(=O)CCC(=O)Nc2cccnc2)C(C(=O)NC2CCCC2)c2ccncc2)c1 (configuration not stated)
    i | -6 | i | -5 | 5 | i | i | i | i | i | 5
- CCN1CCN(C(c2ccc(OC)cc2)c2nnnn2Cc2ccc3c(c2)OCO3)CC1 (configuration not stated)
    i | -4 | i | -2 | -4 | i | i | i | i | i | -3

Whole records from above. Values in the order: KCNK3 inh | hERG protect | KCNK9 block | DYRK1A inh | GSK3A inh | KCNQ1 act | RGS4 act | PolyA inhibitor | KCNQ1 inh | RGS4 inh | GSK3beta inhib
`Cn1c(COc2ccc(Cl)cc2)nnc1SCC(=O)NC1CCCC1` is listed with i | -3 | i | 5 | -1 | i | i | i | i | i | 4
`COc1ccc(/C=N/NC(=O)c2cccnc2)c2ccccc12` is listed with i | -3 | i | 3 | 5 | i | i | i | i | i | -3
`CCOC(=O)c1ccc(NC(=O)Nc2ccn(C)n2)cc1` is listed with i | -13 | i | -1 | 2 | i | i | i | i | i | 4
`CCCc1nnc(SCC(=O)O)n1/N=C/c1ccc2c(c1)OCO2` is listed with i | 4 | i | 3 | -3 | i | i | i | i | i | 3
`O=C(COC(=O)CCc1nc2ccccc2s1)Nc1nc(-c2ccccc2)cs1` is listed with i | -4 | i | -6 | -1 | i | i | i | i | i | -1
